Assay outcomes (PubChem BioAssay)
Sm TGR block: qHTS Assay for the Inhibitors of Schistosoma Mansoni Peroxiredoxins; Schistosoma mansoni thioredoxin glutathione reductase (TGR), Q962Y6; purified TGR, DTNB reduction, TNB absorbance 405 nm; Potency, µM (top dose mostly 114 µM), without a hit: top-dose activity change, negative = inhibition, usual class: inhibitors; AID 485364, 2010; hit rate 3% among 360,000; further: potency means the concentration at half of the fitted maximal effect; nearly all actives have a fitted effect of over 60% in size
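Kinetic colorimetric format: TGR-catalysed, NADPH-driven DTNB reduction monitored via TNB absorbance. Enzyme dispensed at 20 nM; compound exposure 15 min at room temperature before reaction start.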
AmpC no deterg: qHTS Inhibitors of AmpC Beta-Lactamase (assay without detergent). AID 485341, 2010. Potency, µM (highest dose often 57.1 µM), for the others: top-dose activity change, negative = inhibition, usual class: inhibitors. AmpC nitrocefin hydrolysis, absorbance 480 nm, 0.0001% Triton. hit rate 0.52% among 330,000. P00811;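 further: potency means the concentration at half of the fitted maximal effect; plate controls were no compound for no effect and no enzyme for full effect; nearly all actives have a fitted effect of over 20% in size; some results filed as inactive show a strong effect at the top dose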
Target sequence (P00811 whole entry, looked up): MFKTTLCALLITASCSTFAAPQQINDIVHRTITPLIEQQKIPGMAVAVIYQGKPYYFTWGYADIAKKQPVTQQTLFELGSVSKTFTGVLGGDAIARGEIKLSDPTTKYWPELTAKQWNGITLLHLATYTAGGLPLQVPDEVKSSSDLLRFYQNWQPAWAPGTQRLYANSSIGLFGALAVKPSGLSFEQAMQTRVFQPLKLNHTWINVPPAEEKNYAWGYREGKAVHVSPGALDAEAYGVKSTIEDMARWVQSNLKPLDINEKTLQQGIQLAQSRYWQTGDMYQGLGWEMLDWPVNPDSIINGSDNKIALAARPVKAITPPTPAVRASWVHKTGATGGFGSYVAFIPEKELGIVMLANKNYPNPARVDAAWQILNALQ
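AmpC (5.3 nM in the dispensed reagent) in 20 mM phosphate pH 7.0 with 0.01% (detergent screen) or 0.0001% Triton X-100 was preincubated with compounds for 15 min at room temperature. Nitrocefin was then added from an 800 uM solution, and hydrolysis was followed at 480 nm.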
HCMV antiviral: qHTS Assay for inhibitors of the human cytomegalovirus (HCMV); activity change, negative = inhibition, % at 57.5 µM; hit rate 4.5% among 410,000; HFF cells, HCMV-luciferase reporter, 72 h; hits give low values; AID 1259415, 2018; in the data active means activity change below about -60%; inconclusive means no clear call, values can overlap the other calls; inactive means above about -39%
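Steps: HFFs plated, 16 h 37C; compounds added; HCMV-luciferase added to MOI 1 PFU/cell; 72 h 37C; OneGlo reagent, 5 min room temperature; luminescence read, normalized to controls.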
HCV inhibitor: qHTS Assay for Inhibitors of Hepatitis C Virus (HCV). Huh7.5.1 HCVcc-Cre infection, luciferase reporter, 44 h. Potency, µM (titrated, usually from 41.8 µM), inactives show at the highest dose activity change, negative = inhibition, most hits filed as inhibitors. hit rate 3.4% among 340,000; further: potency means the concentration at half of the fitted maximal effect
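Whole-lifecycle infectious HCVcc-Cre system; cells 1,000/well, compound then virus (~0.5 moi) added 4 h after plating, 44 h culture. Luciferase read 15 sec following 15 min substrate incubation, room temp.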
FBPA Giardia inh: qHTS Assay for Inhibitors of Fructose-1,6-bisphosphate Aldolase from Giardia Lamblia; A8B2U2; purified Giardia FBPA; Potency, µM (highest dose often 59.6 µM), for the others: at the top dose activity, negative = inhibition, hits mostly inhibitors; hit rate 0.71% among 290,000; AID 2451, 2010; further: potency means the concentration at half of the fitted maximal effect; nearly all actives have a fitted effect of over 55% in size
Target sequence (A8B2U2 whole entry, looked up): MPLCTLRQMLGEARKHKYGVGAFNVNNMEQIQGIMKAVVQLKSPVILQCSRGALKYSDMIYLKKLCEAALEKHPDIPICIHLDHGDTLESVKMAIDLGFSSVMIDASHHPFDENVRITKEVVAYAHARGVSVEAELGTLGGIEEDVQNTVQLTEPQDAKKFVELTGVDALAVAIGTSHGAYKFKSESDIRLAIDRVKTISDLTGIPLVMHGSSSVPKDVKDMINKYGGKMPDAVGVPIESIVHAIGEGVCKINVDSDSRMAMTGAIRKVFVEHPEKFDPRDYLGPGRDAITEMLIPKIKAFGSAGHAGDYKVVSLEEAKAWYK
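40 nM FBPA preincubated 10 min at RT with compound (up to 57.5 uM final), then substrate plus GAPDH/TPI/NAD/arsenate coupling and diaphorase/resazurin added. Fluorescence read after 20 min at RT, 525/598 nm.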
AmpC inh detg: qHTS Inhibitors of AmpC Beta-Lactamase (assay with detergent); P00811; hit rate 0.041% among 370,000; Potency, µM (doses to about 114 µM), without a hit: top-dose activity change, negative = inhibition, usual class: inhibitors; AmpC hydrolysis of nitrocefin, absorbance 480 nm, 0.01% Triton; AID 485294, 2010;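 further: potency means the concentration at half of the fitted maximal effect; 0% = no-compound wells and -100% = no-enzyme wells; nearly all actives have a fitted effect of over 25% in size; some results filed as inactive show a strong effect at the top dose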
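AmpC (5.3 nM in the dispensed reagent) in 20 mM phosphate pH 7.0 with 0.01% (detergent screen) or 0.0001% Triton X-100 was preincubated with compounds for 15 min at room temperature. Nitrocefin was then added from an 800 uM solution, and hydrolysis was followed at 480 nm.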
* = called active by the depositor; & = joins results of further samples; [ ] = dose if it differs, or a comment. Unless noted, the call rests on the fitted dose curve; in most records, active means well fitted curve in the direction sought with a large enough effect; inconclusive means small, poorly fitted or top-dose-only effect, or another doubt; inactive means no such curve, though single readings can be large; an effect the other way counts as inactive or inconclusive. Unless noted, on the % scale 0 is the no-effect control and ±100 the full control effect.

For CCOC(=O)C(NCCOC)(NC(C)=O)C(F)(F)F (stereo not drawn) the results were Sm TGR block -22%, AmpC no deterg -2%, HCMV antiviral 18, HCV inhibitor 8%, FBPA Giardia inh 3% and AmpC inh detg 2%.
Screening O=C(CN1CCCc2ccccc21)Nc1ccccc1[N+](=O)[O-] returned Sm TGR block 1%, AmpC no deterg -1%, HCMV antiviral -37, HCV inhibitor -10%, FBPA Giardia inh -4% and AmpC inh detg -2%.
`CCN(CC)S(=O)(=O)c1ccc(-c2ccc(S(=O)(=O)N(CC)CC)cc2)cc1` gave Sm TGR block -11%, AmpC no deterg -7%, HCMV antiviral -64*, HCV inhibitor inconclusive, FBPA Giardia inh 4% and AmpC inh detg -1%.
For COCC(=O)N(c1ccc(C(C)C)cc1)C1C=CS(=O)(=O)C1 (stereo not drawn) the results were Sm TGR block -9%, AmpC no deterg -17%, HCMV antiviral 10, HCV inhibitor 15%, FBPA Giardia inh 4% and AmpC inh detg -8%.
CNC(=O)c1ccccc1Sc1ccccc1CO was read as Sm TGR block 12%, AmpC no deterg -23%, HCMV antiviral -36, HCV inhibitor 1%, FBPA Giardia inh -4% and AmpC inh detg -2%.
Screening Cc1cccc(C(=O)NNC(=O)c2ccc(F)cc2)c1 returned Sm TGR block 7.9µM*, AmpC no deterg -12%, HCMV antiviral -15, HCV inhibitor 6%, FBPA Giardia inh 2% and AmpC inh detg -7%.
`O=C(Nc1ccc(Br)c(Cl)c1)c1ccc(C(=O)Nc2ccc(Br)c(Cl)c2)cc1` gave Sm TGR block -2%, HCMV antiviral -5 and AmpC inh detg -1%.
CC(C)(C)CN1CCN(CC#Cc2ccccc2)CC1CCO (stereo not drawn) was read as Sm TGR block -35%, AmpC no deterg 69%[activator], HCMV antiviral 86, HCV inhibitor -6%, FBPA Giardia inh -12% and AmpC inh detg 4%.
Screening CCC1CCc2c(n(C)c3ccccc3c2=O)O1 (stereo not drawn) returned Sm TGR block 7%, AmpC no deterg -11%, HCMV antiviral 33, HCV inhibitor 19%, FBPA Giardia inh -4% and AmpC inh detg 6%.
Screening CC(C)(C)Nc1nc(NCc2cccnc2)nc(N2CCOCC2)n1 returned Sm TGR block -3%, AmpC no deterg -4%, HCMV antiviral 0, HCV inhibitor -17%, FBPA Giardia inh 2% and AmpC inh detg -4%.
For Cc1ccc(C(=O)NCCCN2CCOCC2)cc1N1CCCC1=O the results were Sm TGR block 24%, AmpC no deterg -6%, HCMV antiviral 31, HCV inhibitor 24%, FBPA Giardia inh 5% and AmpC inh detg -2%.
For Cc1ccc(C(=O)N/C(=C\c2ccc(F)cc2)C(=O)NCCCn2ccnc2)cc1 the results were Sm TGR block 8%, AmpC no deterg -1%, HCMV antiviral -1, HCV inhibitor -3% and AmpC inh detg 0%.

The final six compounds of the part before lead into the next.
`O=C(Nc1ccc(Br)c(Cl)c1)c1ccc(C(=O)Nc2ccc(Br)c(Cl)c2)cc1` gave Sm TGR block -2%, HCMV antiviral -5 and AmpC inh detg -1%.
CC(C)(C)CN1CCN(CC#Cc2ccccc2)CC1CCO (stereo not drawn) was read as Sm TGR block -35%, AmpC no deterg 69%[activator], HCMV antiviral 86, HCV inhibitor -6%, FBPA Giardia inh -12% and AmpC inh detg 4%.
Screening CCC1CCc2c(n(C)c3ccccc3c2=O)O1 (stereo not drawn) returned Sm TGR block 7%, AmpC no deterg -11%, HCMV antiviral 33, HCV inhibitor 19%, FBPA Giardia inh -4% and AmpC inh detg 6%.
Screening CC(C)(C)Nc1nc(NCc2cccnc2)nc(N2CCOCC2)n1 returned Sm TGR block -3%, AmpC no deterg -4%, HCMV antiviral 0, HCV inhibitor -17%, FBPA Giardia inh 2% and AmpC inh detg -4%.
For Cc1ccc(C(=O)NCCCN2CCOCC2)cc1N1CCCC1=O the results were Sm TGR block 24%, AmpC no deterg -6%, HCMV antiviral 31, HCV inhibitor 24%, FBPA Giardia inh 5% and AmpC inh detg -2%.
For Cc1ccc(C(=O)N/C(=C\c2ccc(F)cc2)C(=O)NCCCn2ccnc2)cc1 the results were Sm TGR block 8%, AmpC no deterg -1%, HCMV antiviral -1, HCV inhibitor -3% and AmpC inh detg 0%.
Screening COc1ccc(CCC(=O)NNC(=O)Nc2cccc(Cl)c2)cc1 returned Sm TGR block -24%, AmpC no deterg -33%, HCMV antiviral -3, HCV inhibitor 12%, FBPA Giardia inh 0% and AmpC inh detg 0%.
For COc1cccc(Oc2cc(NN3CCCCC3)c([N+](=O)[O-])cc2[N+](=O)[O-])c1OC the results were Sm TGR block -18%, AmpC no deterg -56%, HCMV antiviral inconclusive, HCV inhibitor -4%, FBPA Giardia inh -3% and AmpC inh detg inconclusive.
`CCC(=O)c1ccc(OCC(O)CN2CCOCC2)cc1` (stereo not drawn) gave Sm TGR block 49%[activator], AmpC no deterg -11%, HCMV antiviral 51, HCV inhibitor 12%, FBPA Giardia inh -1% and AmpC inh detg inconclusive.
For COc1ccc(CCNC(=O)NC23CC4CC(CC(C4)C2)C3)cc1 the results were Sm TGR block 5%, AmpC no deterg -19%, HCMV antiviral 36, HCV inhibitor -13%, FBPA Giardia inh 3% and AmpC inh detg 1%.
`CC(C)CNS(=O)(=O)c1ccc(CCC(=O)N2CCOCC2)cc1` gave Sm TGR block 0%, AmpC no deterg 0.22µM*, HCMV antiviral 7, HCV inhibitor 14%, FBPA Giardia inh 1% and AmpC inh detg 4%.
For Cc1ccc2nc3cc([N+](=O)[O-])cc([N+](=O)[O-])c3cc2c1 the results were Sm TGR block 2.5µM*, AmpC no deterg -31%, HCMV antiviral 57, HCV inhibitor inconclusive, FBPA Giardia inh -16% and AmpC inh detg inconclusive.
Cc1cn(-c2ccccc2)c(C)c1/C=N\Nc1nc(N2CCOCC2)nc(N2CCOCC2)n1 was read as AmpC no deterg 208%[activator], HCMV antiviral -16, HCV inhibitor -26%, FBPA Giardia inh 6% and AmpC inh detg 3%.
`CC(=O)Nc1ccc(NC(=O)COC(=O)c2ccccn2)cc1` gave Sm TGR block -1%, AmpC no deterg 1%[2.29 µM], HCMV antiviral 12, HCV inhibitor 20%, FBPA Giardia inh -8% and AmpC inh detg -5%.
For O=C(Nc1c(C(=O)c2ccccc2)oc2ccccc12)c1cc(=O)c2ccccc2o1 the results were Sm TGR block 2%, HCMV antiviral 9 and AmpC inh detg 16%.
`CCCC(=O)NNC(=O)CCC(=O)Nc1ccccc1Cl` gave Sm TGR block 0%, AmpC no deterg -17%, HCMV antiviral 33, HCV inhibitor 18%, FBPA Giardia inh -2% and AmpC inh detg 2%.
Screening COc1ccccc1CNC(=O)CSc1nc2nc(C)c(Cc3ccccc3C)c(C)n2n1 returned Sm TGR block -1%, HCMV antiviral -5 and AmpC inh detg 7%.
CCOCCCNC(=O)c1cn(CC)c2ccc(S(=O)(=O)N3CCOCC3)cc2c1=O was read as Sm TGR block 3%&2%, AmpC no deterg 61%[activator], HCMV antiviral -7&2, HCV inhibitor 18% and AmpC inh detg 5%&4%.
`O=C(CC1CC2CCC1C2)N1CCN(S(=O)(=O)c2ccccc2F)CC1` (stereo not drawn) gave Sm TGR block -13%, AmpC no deterg 15%, HCMV antiviral -14, HCV inhibitor 15% and AmpC inh detg -16%.
`CCCOC(=O)Nc1sc2c(c1C(=O)OCC)CCC2` gave Sm TGR block -5%, AmpC no deterg -16%, HCMV antiviral -1, HCV inhibitor 10µM*, FBPA Giardia inh -1% and AmpC inh detg inconclusive.
For Cc1ccc2nc(NC(=O)c3ccc(Br)o3)sc2c1 the results were Sm TGR block 6%, AmpC no deterg -34%, HCMV antiviral 65, HCV inhibitor -11%, FBPA Giardia inh 6% and AmpC inh detg -19%.
Screening Cc1cc(=O)oc2cc(OCC(=O)NC3(C#N)CCCCC3)c(Cl)cc12 returned Sm TGR block 1%, AmpC no deterg -15%, HCMV antiviral -22, HCV inhibitor -19% and AmpC inh detg -20%.
For Cc1nc(Cl)c(C(=O)NC(=O)NCc2ccccc2)c(C)c1Cl the results were Sm TGR block -8%, AmpC no deterg -35%, HCMV antiviral 11, HCV inhibitor -10%, FBPA Giardia inh 2% and AmpC inh detg -8%.
For O=C(O)c1cccc(N2C(=O)c3ccc(Oc4ccc(Cl)cc4)cc3C2=O)c1 the results were Sm TGR block 15%, AmpC no deterg -9%, HCMV antiviral -3, HCV inhibitor 14%, FBPA Giardia inh 12% and AmpC inh detg -1%.
For COCCN1Cc2cccc(C(=O)Nc3cccnc3)c2C1=O the results were Sm TGR block 1%, AmpC no deterg -6%, HCMV antiviral 12, HCV inhibitor inconclusive, FBPA Giardia inh -4% and AmpC inh detg -2%.
CCCn1nc2cc(C(=O)NCc3ccc4c(c3)OCO4)ccc2c1OCC was read as Sm TGR block -19%, AmpC no deterg -9%, HCMV antiviral 0, HCV inhibitor inconclusive, FBPA Giardia inh 5% and AmpC inh detg 0%.
O=C(COC(=O)c1cc(=O)[nH]c2ccccc12)c1ccccc1 was read as Sm TGR block -1%, AmpC no deterg -11%, HCMV antiviral -5, HCV inhibitor 36%[activator], FBPA Giardia inh 0% and AmpC inh detg -4%.
Screening COc1cc(/C=C2\SC(=O)NC2=O)ccc1Oc1ccc([N+](=O)[O-])cc1[N+](=O)[O-] returned Sm TGR block -24%, AmpC no deterg inconclusive, HCMV antiviral -75*, HCV inhibitor -5%, FBPA Giardia inh -3% and AmpC inh detg -2%.
For CN(C)/C=N/c1nc2nccc(-c3ccc(Cl)cc3)n2n1 the results were Sm TGR block -12%, AmpC no deterg -18%, HCMV antiviral -20, HCV inhibitor 15%, FBPA Giardia inh 17% and AmpC inh detg -13%.
`Cc1ccc(OCC(=O)N2CCCC(CO)(CCOc3ccccc3)C2)cc1` (stereo not drawn) gave Sm TGR block -14%, AmpC no deterg 67%[activator], HCMV antiviral -13, HCV inhibitor inconclusive and AmpC inh detg -5%.
CC(C)Cn1c(N)c(C=O)c(=O)n(C)c1=O was read as Sm TGR block 8%, AmpC no deterg -10%[11.4 µM], HCMV antiviral -28, HCV inhibitor 15%, FBPA Giardia inh 1% and AmpC inh detg inconclusive.
`COc1ccc(COC(=O)C2CCN(S(=O)(=O)c3cccs3)CC2)cc1` gave Sm TGR block 0%, AmpC no deterg -25%, HCMV antiviral -3, HCV inhibitor 22% and AmpC inh detg 0%.
`O=C(NC1CC1)c1nc(Cn2cc([N+](=O)[O-])cn2)no1` gave Sm TGR block 3%, AmpC no deterg -16%, HCMV antiviral 2, HCV inhibitor 2% and AmpC inh detg -4%.
For O=C(NC(C(=O)N/N=C/c1ccncc1)c1n[nH]c(=O)c2ccccc12)c1ccccc1 (stereo not drawn) the results were Sm TGR block -5%, AmpC no deterg -18%, HCMV antiviral -20, HCV inhibitor 13%, FBPA Giardia inh 3% and AmpC inh detg -3%.
